Screens from PubChem BioAssay.
GAA glycogen mod: qHTS Assay for Inhibitors and Activators of Human alpha-Glucosidase Cleavage of Glycogen. recombinant GAA, glycogen substrate, Amplex Red glucose oxidase fluorescence. Potency, µM (titrated, usually from 76.4 µM), inactives show at the top dose activity change, negative = inhibition, most hits filed as inhibitors. 0.38% of 300,000 active. AID 2100, 2009; active means well fitted inhibition curve with a large enough effect; inconclusive means small, poorly fitted or top-dose-only effect, or another doubt; inactive means no such curve, though single readings can be large or run the other way;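 further: 0% = full enzyme reaction and -100% = no-enzyme basal signal; the screen sought inhibitors and activators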
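Recombinant human alpha-glucosidase (4 nM final) hydrolysed bovine liver glycogen (30 ug) for 40 min at 37 C in pH 5.0 citrate/phosphate with 0.01% Tween-20. Released glucose detected by glucose oxidase/Amplex Red, Ex 573/Em 610 nm. Compounds up to 77 uM; AC50 from Hill fits.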
* marks the source's active call; other numbers are inactive results; u = inconclusive; [ ] = remark or other dose. Potency means the concentration at half of the fitted maximal effect.

SMILES	GAA glycogen mod
COc1ccccc1NC(=O)CCS(=O)(=O)c1cc2c(cc1Cl)NC(=O)CO2	1.4%[76.3 µM]
CC1(C)Nc2ccccc2C(=O)N1c1ccccc1	15.6%[76.3 µM]
Cc1ccc(S(=O)(=O)c2nc(-c3ccco3)oc2SCC(C)C)cc1	8.5%[76.3 µM]
Cc1ccc(N(CC(=O)NC(C)c2ccccc2)S(=O)(=O)c2c(C)noc2C)cc1 (stereo not drawn)	-6.3%[76.3 µM]
[O-][n+]1cccc(C(O)c2ccccc2)c1 (stereo not drawn)	-3.6%[76.3 µM]
Cc1c(C(=O)NCc2ccccc2)oc2c1-c1[nH]ncc1CC2	4.3%[76.3 µM]
CCOc1ccc(CN2CCNC(=O)C2CC(=O)NCC2CCOCC2)cc1 (stereo not drawn)	-1.5%[76.3 µM]
O=S(=O)(c1cccc(Cl)c1)N1CCC(c2nc3ccccc3[nH]2)CC1	2.8%
CCC1CCCCN1C(=O)Cn1c(=O)n(CCCCCC(=O)NCc2ccccc2)c(=O)c2sccc21 (stereo not drawn)	8.5%[76.3 µM]
COc1ccc(S(=O)(=O)N2CCN(c3ccc(F)cc3)CC2)cc1C(=O)N1CCOCC1	4.0%
CCc1cccc(NC(=O)C2CCN(S(=O)(=O)c3ccc4c(c3)CC(C)N4C(C)=O)CC2)c1 (stereo not drawn)	-10.8%[76.3 µM]
CN(CC(=O)Nc1cccc(F)c1)C(=O)CCNC(=O)c1ccc(Br)cc1	1.7%[76.3 µM]
CCc1cccc2c(-c3ccccc3)nc(SCC(=O)Nc3ccccc3)nc12	23.1%[76.3 µM]
COc1ccc(-c2cc(C(=O)N/N=C(\C)c3cccnc3)c3ccccc3n2)cc1	-2.7%[76.3 µM]
CCOC(=O)N1CCN(C(=O)CNC(=O)c2ccc(Br)o2)CC1	3.1%[76.3 µM]
FC(F)Oc1ccc(C2N=C(c3ccccc3)NO2)cc1 (stereo not drawn)	-28.2%[76.3 µM]
CC1CCC(=O)N(CCSc2ccccc2)CC1 (stereo not drawn)	-7.4%[76.3 µM]
CCOc1ccc(NC(=O)c2sc3nc4n(c(=O)c3c2C)CCCC4)cc1	-16.3%[76.3 µM]
CCc1ccc(NC(=O)C2CCCN2S(=O)(=O)c2ccc3c(c2)C(C)(C)C(=O)N3C)cc1 (stereo not drawn)	3.9%[76.3 µM]
Cc1cc(C)c(NC(=O)CSc2nc(C)cc(C)c2C#N)c(C)c1	-2.6%[76.3 µM]
O=C1[C@@H]2Cc3c([nH]c4ccccc34)C(c3cccc([N+](=O)[O-])c3)N2C(=O)CN1CCCO (stereo partly drawn)	5.4%
C=Cc1ccc(C(=O)N2CCCC(Nc3ccc4c(c3)OCCO4)C2)cc1 (stereo not drawn)	-12.8%[76.3 µM]
Cc1cccc(C(=O)n2nc(-c3ccco3)nc2NCc2ccccc2)c1	7.4%[76.3 µM]
COc1ccc2c(C(=O)c3ccc(C)cc3)n(CCC(N)=O)[n+]([O-])c2c1	6.9%[76.3 µM]
CCOc1ncccc1C(=O)NNC(=O)c1ccccc1-n1cccc1	-2.6%[76.3 µM]

Reprinted at random: 5 entries already listed, in no set order.
SMILES	GAA glycogen mod
Cc1cccc(C(=O)n2nc(-c3ccco3)nc2NCc2ccccc2)c1	7.4%[76.3 µM]
CCc1ccc(NC(=O)C2CCCN2S(=O)(=O)c2ccc3c(c2)C(C)(C)C(=O)N3C)cc1 (stereo not drawn)	3.9%[76.3 µM]
CCc1cccc2c(-c3ccccc3)nc(SCC(=O)Nc3ccccc3)nc12	23.1%[76.3 µM]
O=S(=O)(c1cccc(Cl)c1)N1CCC(c2nc3ccccc3[nH]2)CC1	2.8%
COc1ccc2c(C(=O)c3ccc(C)cc3)n(CCC(N)=O)[n+]([O-])c2c1	6.9%[76.3 µM]

Next part
SMILES	GAA glycogen mod
COC(=O)c1cc(NC(=O)c2nn(C)c3c2CSc2ccccc2-3)cc(C(=O)OC)c1	-1.6%[76.3 µM]
CCOC(=O)C1CCN(CC(O)COC(CC)c2ccccc2)CC1 (stereo not drawn)	-4.4%[76.3 µM]
Cc1ccccc1NC(=O)CN1CCc2ccccc2C1	-7.6%[76.3 µM]
O=C(CN1CCN(c2ccccn2)CC1)Nc1ccc(F)cc1F	-3.9%
O=c1[nH]c(SCc2cccc(Cl)c2)nc2c1CCC2	1.8%[76.3 µM]
Cc1cc2c(cc1C)C(c1cccc(OC(C)C)c1)CC(=O)N2 (stereo not drawn)	14.9%[76.3 µM]
O=C(Nc1cc(F)ccc1F)C1CCN(c2nc3ccccc3n3cccc23)CC1	-12.6%[76.3 µM]
Cc1ccc(-c2cn(C[C@H]3CC[C@@H]([C@@H]4CC[C@H](Cn5cc(-c6ccc(C)cc6)nn5)O4)O3)nn2)cc1	-3.6%[76.3 µM]
O=C(NCc1cccc(F)c1)c1ccc(CS(=O)c2ccccc2Cl)o1 (stereo not drawn)	-5.0%[76.3 µM]
Cc1ccc(Cn2ccsc2=NC(=O)COC(=O)C(C)C)cc1	-5.7%[76.3 µM]
COc1ccc(S(=O)(=O)N2CCN(C)CC2)cc1NC(=O)c1ccccc1	-7.5%[76.3 µM]
CC(C)C[C@H](NC(=O)N1c2ccccc2NC(=O)[C@@H]1C(C)C)C(=O)N[C@@H](Cc1ccccc1)C(=O)O	-8.4%[76.3 µM]
CC1=C(C(=O)Nc2ccccc2)C(c2ccc(O)cc2)n2nc(-c3ccc(Cl)cc3)nc2N1 (stereo not drawn)	3.2%[76.3 µM]
COCCNC(=O)CN1N=C(c2ccc(C)cc2)CCC1=O	1.5%
C=CCN(CC=C)Cc1cc(=O)n2c(-c3ccccc3)csc2n1	0.9%
CC(=O)Oc1ccccc1C(=O)N1CCN(S(=O)(=O)c2ccc3ccccc3c2)CC1	-2.2%
CNc1c(NC(=O)COc2ccc(Cl)cc2)c(=O)oc2ccccc12	-3.0%[76.3 µM]
Fc1ccccc1N1CCN(c2ncnc3onc(-c4ccc(Cl)cc4)c23)CC1	-19.5%[76.3 µM]
Cc1cc(O)c(S(=O)(=O)c2ccccc2)c(C)c1NS(=O)(=O)c1ccccc1	4.8%
COC(=O)c1ccc(CN2C(=O)c3ccccc3C2=O)cc1	-0.8%[76.3 µM]
COc1ccc(NC(=O)CN(c2cccc(C)c2C)S(=O)(=O)c2ccccc2)cc1OC	3.0%[76.3 µM]
Cc1ccc(NC(=O)CCc2c(C)nn(-c3ccc(N4CCOCC4)nn3)c2C)c(C)c1	-3.5%[76.3 µM]
COc1ccccc1CN1CC(C(=O)NCCc2cn[nH]c2)CCC1=O (stereo not drawn)	-5.2%[76.3 µM]
CCOC(=O)[C@@H]1[C@H]2COc3cc(OC)ccc3[C@@H]2N2C(=O)N(c3ccc(C(F)(F)F)cc3)C(=O)[C@]12C	-6.5%[76.3 µM]
CC(C)(C)c1ccc(C(=O)Nc2ccc(OCc3cc(=O)n4ccsc4n3)cc2)cc1	-15.2%[76.3 µM]

4 entries already listed, ordered by the number in GAA glycogen mod, largest number first.
molecule | GAA glycogen mod
O=C1[C@@H]2Cc3c([nH]c4ccccc34)C(c3cccc([N+](=O)[O-])c3)N2C(=O)CN1CCCO (stereo partly drawn) | 5.4%
COc1ccc(S(=O)(=O)N2CCN(c3ccc(F)cc3)CC2)cc1C(=O)N1CCOCC1 | 4.0%
CC(=O)Oc1ccccc1C(=O)N1CCN(S(=O)(=O)c2ccc3ccccc3c2)CC1 | -2.2%
O=C(CN1CCN(c2ccccn2)CC1)Nc1ccc(F)cc1F | -3.9%

The listing continues:
SMILES	GAA glycogen mod
CCCN(CCC)CCCNC(=O)c1nn(C)c2c1CS(=O)(=O)c1ccccc1-2	-2.7%[76.3 µM]
COc1ccccc1CCNC(=O)CCCn1nc(C)c2c(C)n(-c3ccc(C)cc3)nc2c1=O	-1.2%[76.3 µM]
CCCn1c(SCC(=O)NCC)nc2sc3c(c2c1=O)CCC3	-3.9%[76.3 µM]
Cc1ccc(NC(=O)Cn2c(=O)n(-c3ccc(C)cc3)c(=O)c3ccc(C(=O)NCc4ccccc4Cl)cc32)cc1	16.4%[76.3 µM]
COc1ccccc1CC(=O)NC1CCCCCC1	-4.0%[76.3 µM]
CC(C)CCn1c(=O)c2sccc2n2c(CCCC(=O)N3CCC(N4CCCCC4)CC3)nnc12	-0.3%[76.3 µM]
CCOc1cc(NC(=O)c2ccccc2OC)c(OCC)cc1NC(=O)c1ccccc1	-1.7%[76.3 µM]
CCN(CC)c1ccc(NC(=O)CCNS(=O)(=O)c2ccc3c(c2)CCC(=O)N3)c(C)c1	0.4%[76.3 µM]
O=C(CCNC(=O)c1ccc(Cl)cc1)Nc1ncccc1O	-15.6%[76.3 µM]
O=C(c1ccccc1)N1N=C(c2ccccc2)CC1(O)C(F)(F)F (stereo not drawn)	-5.7%
COc1ccc(CN(C)C(=O)c2ccc(NS(=O)(=O)c3ccc4[nH]c(=O)[nH]c4c3)cc2)c(OC)c1	0.1%[76.3 µM]
COc1cccc(-c2nc(CS(=O)(=O)CC(=O)Nc3c(C)cc(C)cc3C)c(C)o2)c1	19.4%[76.3 µM]
CCn1c(CC(=O)Nc2ccc(F)cc2)nnc1SCC(=O)NC1CCCC1	-0.6%
COc1ccccc1-c1cc(C(=O)Nc2sc3c(c2C#N)CCCC3)no1	-6.3%[76.3 µM]
COc1cc(/C=C2/C(=O)N(c3ccc(Br)cc3)N=C2C)cc(OC)c1OC	-8.5%
Cc1ccc(C(=O)CCC(=O)Nc2cccc(C)c2)cc1	-14.9%[76.3 µM]
C=CCN(CC=C)C(=O)CN1C(=O)NC(c2ccccc2)(c2ccccc2)C1=O	-3.8%
CCn1c(=O)c2sccc2n2c(CCC(=O)Nc3ccc(C(C)C)cc3)nnc12	-2.3%[76.3 µM]
O=[N+]([O-])c1ccc(OCCCOc2cccc3cccnc23)cc1	15.3%[76.3 µM]
Cn1c(=O)c2cc(C(=O)NCCCN3CCN(c4ccc(F)cc4)CC3)sc2c2ccccc21	-22.3%[76.3 µM]
CCOc1ccc2c(c1)c(=O)c(S(=O)(=O)c1ccc(C)cc1)cn2Cc1ccccc1Cl	u
CCOC(=O)c1ccc2[nH]c3c(c2c1)CCCC3	-8.7%[76.3 µM]
CC(C)n1nnc(-c2ccc(OCc3ccccc3F)cc2)n1	-5.9%[76.3 µM]
CCOC(=O)C1=C(CN2CCN(c3ccccc3)CC2)NC(=O)NC1c1ccc(C)cc1 (stereo not drawn)	-4.6%[76.3 µM]
Cc1cc(C)nc(N/N=C/c2ccccc2OCC(=O)O)n1	u

Later entries
SMILES	GAA glycogen mod
C=CCNc1nc2ccccc2nc1NS(=O)(=O)c1ccc(Br)cc1	-5.7%
O=C(Cc1cccc2ccccc12)Nc1cc(C(=O)O)cc(C(=O)O)c1	0.0%[76.3 µM]
Cc1cccc(C)c1NC(=O)c1nc(S(C)(=O)=O)ncc1N(Cc1ccc(C(C)(C)C)cc1)Cc1ccco1	7.3%[76.3 µM]
Cc1cc(N2CCOCC2)n2nc(C)c(-c3ccc(Cl)cc3)c2n1	-5.0%
Cc1nn(CC(=O)NCc2ccco2)c(=O)c2cc3ccccc3n12	15.9%[76.3 µM]
O=C(c1cccc(S(=O)(=O)N2CCCCC2)c1)N1CCN(c2ccccc2)CC1	-1.2%[76.3 µM]
O=C(c1cc(-c2ccc(Br)cc2)n[nH]1)N1CCN(S(=O)(=O)c2ccc(Cl)s2)CC1	10.2%[76.3 µM]
COc1ccccc1N1CCN(C(=O)c2ccco2)CC1	1.4%
CN(C1CCCCC1)S(=O)(=O)c1ccc(C(=O)Nc2sc3c(c2C(N)=O)CC(C)(C)NC3(C)C)cc1	-2.5%[76.3 µM]
Nc1oc2ccccc2c(=O)c1-c1ccc2c(c1)OCO2	-14.3%
Cc1ccc(N(Cc2cc3cccc(C)c3[nH]c2=O)S(=O)(=O)c2ccccc2)c(C)c1	-11.0%[76.3 µM]
COc1ccccc1NC(=O)c1c(NC(=O)COc2ccccc2)sc2c1CCCCC2	-16.1%[76.3 µM]
CCOc1cc2[nH]c(=S)n(Cc3ccc(C(=O)NCCCN(CC)CC)cc3)c(=O)c2cc1OCC	0.3%
Cc1cc(C)cc(OCC(=O)NC(C)c2ccccc2)c1 (stereo not drawn)	-3.7%
CCOCCCN(C(=O)c1snc(C(N)=O)c1N)C(C(=O)NCCC(C)C)c1ccc(Cl)cc1 (stereo not drawn)	14.4%[76.3 µM]
COc1ccccc1C(=O)Nc1ccc(S(=O)(=O)Nc2ncccn2)cc1	-11.6%[76.3 µM]
CCOc1ccc(NCc2nc3ccccc3n2CCOc2ccc(C)cc2)cc1	-11.8%[76.3 µM]
CCC(=O)Nc1c2c(nn1-c1ccc(C)cc1)CS(=O)(=O)C2	-3.8%[76.3 µM]
CCOC(=O)C1CCN(C(=O)c2cc3c(OC)c(OC)c(OC)cc3[nH]2)CC1	-0.7%
O=C(Nc1ccccc1F)C1CCCN1S(=O)(=O)c1cccc2nsnc12 (stereo not drawn)	-5.1%[76.3 µM]
CCOc1ccccc1NC(=O)N(Cc1ccc(F)cc1)C1CCN(CC)CC1	-6.6%[76.3 µM]
COc1cc2nc(NCCc3ccc(Cl)cc3)n3nc(-c4ccccc4)nc3c2cc1OC	-3.2%[76.3 µM]
Oc1ccc(Nc2ncnc3ccccc23)cc1	22.4µM*
COc1cccc(CN(C(=O)COc2ccc(Cl)c(C)c2)C2CCS(=O)(=O)C2)c1 (stereo not drawn)	-4.7%[76.3 µM]
Nc1nnc(SCC(=O)Nc2nccs2)s1	3.9%
CC(=O)Nc1ccc(NC(=O)[C@@H](NC(=O)c2ccccc2F)C(C)C)cc1	6.1%

Some of the compounds tested; the hit share may differ from the screen's.
